Screens as filed in PubChem BioAssay.
influenza NS1A: H1N1 influenza NS1A inhibitors, functional cell based assay (AID 504329). NS1A functional cell-based assay, percent inhibition; higher % means a stronger effect. inhibition, % at 12.5 µM; hits with a dose series show IC50 in µM. 0.3% of 340,000 active; in the data active = a potency from the dose series; inconclusive = inhibition above about 27% without an active follow-up result; also: strong numbers were not always called active
VEEV TC-83 Vero: inhibitors of VEEV TC-83 cytopathic effect, confirmation, Vero cells (AID 588727); one-dose inhibition, % at 20 µM; IC50 in µM for titrated hits; 0.13% of 350,000 active; Vero cells, VEEV TC-83 cytopathic effect inhibition; higher % means a stronger effect; in the data active = a potency from the dose series; inconclusive = inhibition mostly from about 14% at the one dose, without a potency; inactive = the rest, 99 in 100 with inhibition below about 12%; also: strong numbers were not always called active
M. tuberculosis HTS: M. tuberculosis growth inhibition, HTS (AID 449762) | M. tuberculosis H37Rv growth inhibition, 7H9 media; higher % means a stronger effect | one-dose inhibition, % at 25 µM; IC50 in µM for titrated hits | 0.59% of 330,000 active; in the data active = a potency from the dose series; inconclusive = inhibition above about 70% without an active follow-up result;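 also: bacterial growth assessed after seven days of incubation; strong numbers were not always called active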
Salmonella PhoP GFP: PhoP regulon inhibitors, Salmonella typhi PhoP promoter GFP reporter, confirmatory (AID 1850). Salmonella Typhi PhoP-promoter GFP reporter, fluorescence, 4 h; higher % means a stronger effect. inhibition, % at 50 µM; hits with a dose series show IC50 in µM. 0.33% of 310,000 active; in the data active = a potency from the dose series; inconclusive = inhibition mostly from about 25% at the one dose, without a potency; inactive = the rest, 99 in 100 with inhibition below about 19%;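 also: 0% = induced wells with vehicle and 100% = uninduced wells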
M. tuberculosis: growth inhibition of non-replicating M. tuberculosis (AID 488890) | 0.39% of 320,000 active | Mycobacterium tuberculosis non-replicating, growth inhibition; higher % means a stronger effect | inhibition, % at 25 µM, or IC50 in µM where a hit was titrated; in the data active = a potency from the dose series; inconclusive = inhibition mostly from about 82% at the one dose, without a potency; inactive = the rest, 99 in 100 with inhibition below about 76%;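 also: plate controls were DMSO cells for no effect and high antibiotic wells for full effect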
VEEV TC-83 Vero 10K pilot screen: also measured in VEEV TC-83 Vero; calls as there; inhibition, %; measured here: 10K pilot screen inhibition
* marks the source's active call; other numbers are inactive results; i = inactive; ? = inconclusive; nt = no result given.

SMILES	influenza NS1A	VEEV TC-83 Vero	M. tuberculosis HTS	Salmonella PhoP GFP	M. tuberculosis	others
COc1ccc(CN2C(=O)c3cccnc3C2=O)cc1S(=O)(=O)N1CCCC(C)C1 (stereo not drawn)	11%	0.4%	2%	2%	7%
O=C(c1ccccc1)N1CCN(c2n[nH]c(=O)[nH]c2=O)CC1	0%	0.8%	4%	-24%	-8%
CCC(C)c1ccc(NC(=O)c2c([N+](=O)[O-])cnn2CC)cc1 (stereo not drawn)	6%	0.8%	?	0%	58%
Cc1cc(C)c(C(=O)Nc2ccc(S(=O)(=O)Nc3onc(C)c3C)cc2)c(C)c1	-1%	i	-9%	5%	10%
CCc1cc(=O)oc2cc(OCC(=O)NCc3ccccn3)ccc12	6%	1.9%	0%	9%	-10%
Cc1cc(SCC(=O)Nc2ncc(Cl)cc2Cl)nc2ccccc12	3%	0.9%	3%	-2%	29%
Cc1ccc(NC(=O)CN(C)C(=O)Cc2coc3cc(C)c(C)cc23)cc1	14%	i	nt	nt	nt
COCCn1c(N)c(C(=S)NC(=O)c2cccs2)c(=O)[nH]c1=O	1%	0.6%	-4%	1%	50%
CN(C)c1ccc(NC(=O)N2CCOCC2)cc1	26%	3.8%	-4%	-4%	53%	VEEV TC-83 Vero 10K pilot screen=0.3
COc1ccc(N2CCN(C(=O)c3ccc(Cn4c(=S)[nH]c5ccc(N6CCOCC6)cc5c4=O)cc3)CC2)cc1	-2%	1.1%	4%	-1%	16%
CN(C)/C(=C\C(=O)c1ccccc1)C(=O)c1ccccc1	-2%	i	nt	nt	nt
COc1ccc(NC(=O)c2cc(S(=O)(=O)Nc3ccc(OC)cc3)cs2)cc1	20%	1.2%	-2%	-2%	25%
C=CCn1c(SCC(=O)NCCC2=CCCCC2)nc2ccc(Cl)cc2c1=O	-4%	5.9%	4%	-3%	-3%
COCCCn1c(N)c(C(=O)NCCC(C)C)c2nc3ccccc3nc21	-38%	i	?	-4%	29%
CC(=O)c1ccc(OCCCC(=O)Nc2cccc(S(=O)(=O)N3CCCCC3)c2)cc1	-2%	0.2%	-9%	nt	15%
Cc1ccc(-c2ccc(=O)n(CCC(=O)N3CCN(c4cccc(C)c4)C(C)C3)n2)cc1 (stereo not drawn)	2%	2.1%	6%	5%	6%
CCOc1ccc(C2C(C(=O)OC)=C(C)N=C3SCCC(=O)N32)cc1OCC (stereo not drawn)	-1%	1.8%	-5%	-6%	-6%
CC1Cc2cc(/C(O)=C3/C(=O)C(=O)N(CCN4CCOCC4)C3c3ccc(C(C)C)cc3)ccc2O1 (stereo not drawn)	nt	0.5%	-2%	-4%	12%
COc1ccccc1C(=O)COC(=O)CNS(=O)(=O)c1ccc(C)c(C)c1	-11%	0.1%	1%	-3%	-9%
O=C(NCCCCO)C(F)(F)C(F)(F)C(F)(F)C(=O)NCCCCO	-2%	1.0%	-9%	-2%	-28%
CCN(C1CCS(=O)(=O)C1)S(=O)(=O)c1cccc([N+](=O)[O-])c1 (stereo not drawn)	0%	2.2%	-2%	1%	2%
Cc1ccc([N+](=O)[O-])c(OCCN2CCC(Cc3ccccc3)CC2)c1	2%	i	13%	-6%	74%
COc1ccc(CCN=Cc2ccc(O)cc2)cc1OC	25%	0.2%	4%	-2%	57%
Cc1nnc(N2CCCC(C(=O)NCc3ccccc3F)C2)c2nn(-c3ccccc3)c(C)c12 (stereo not drawn)	4%	0.5%	-1%	2%	19%

Structural class, those above with an aryl methoxy group (5)
SMILES	influenza NS1A	VEEV TC-83 Vero	M. tuberculosis HTS	Salmonella PhoP GFP	M. tuberculosis	others
COc1ccc(CN2C(=O)c3cccnc3C2=O)cc1S(=O)(=O)N1CCCC(C)C1 (stereo not drawn)	11%	0.4%	2%	2%	7%
COc1ccc(N2CCN(C(=O)c3ccc(Cn4c(=S)[nH]c5ccc(N6CCOCC6)cc5c4=O)cc3)CC2)cc1	-2%	1.1%	4%	-1%	16%
COc1ccc(NC(=O)c2cc(S(=O)(=O)Nc3ccc(OC)cc3)cs2)cc1	20%	1.2%	-2%	-2%	25%
COc1ccccc1C(=O)COC(=O)CNS(=O)(=O)c1ccc(C)c(C)c1	-11%	0.1%	1%	-3%	-9%
COc1ccc(CCN=Cc2ccc(O)cc2)cc1OC	25%	0.2%	4%	-2%	57%

Next compounds follow:
SMILES	influenza NS1A	VEEV TC-83 Vero	M. tuberculosis HTS	Salmonella PhoP GFP	M. tuberculosis	others
Cc1ccc(OC(=O)Nc2ccccc2)cc1	3%	3.6%	8%	-5%	2%
CC(NC(=O)c1ccco1)C(=O)N1CCN(C(c2ccccc2)c2ccccc2)CC1 (stereo not drawn)	1%	6.9%	4%	-5%	18%
CC1(C)C(CC(=O)O)CC1C(=O)O (stereo not drawn)	1%	0.6%	nt	nt	nt
COc1ccc(CNS(=O)(=O)c2ccc(F)cc2Br)cc1	-3%	1.2%	nt	nt	nt
N/C(=N\OC(=O)c1cc(Br)ccc1Cl)c1cccnc1	-5%	2.2%	8%	7%	4%
CCCC(=O)NC(c1ccc(OCC)cc1)c1ccc(OC)c(OC)c1 (stereo not drawn)	nt	1.7%	3%	3%	24%
CCN(CC)S(=O)(=O)c1cccc(C(=O)N2CCCc3ccccc32)c1	-7%	i	-5%	6%	5%
COCCN(C(=O)CCC(=O)Nc1ccccn1)C(C(=O)NC1CCCC1)c1ccc(OC)cc1 (stereo not drawn)	-10%	0.3%	10%	-9%	13%
Cc1ccc(CC2CC(=O)N(c3ccncc3)C2=O)cc1 (stereo not drawn)	-2%	0.5%	6%	-3%	1%	VEEV TC-83 Vero 10K pilot screen=0.6
Cc1cnc(C(=O)OCC(=O)c2ccc(Br)s2)cn1	-1%	0.6%	4%	-3%	10%
COc1ccc(CSC2=NCCN2)cc1Br	-7%	8.3%	4%	9%	-3%
COc1cccc(C2=CC(c3ccc(N(C)C)cc3)n3ncnc3N2)c1 (stereo not drawn)	nt	nt	10%	-11%	51%
Cc1cccc(-n2ncc3c(NCc4ccc5c(c4)OCO5)ncnc32)c1	-1%	i	-1%	15%	35%
O=C(Nc1nccs1)C1CCCN1/C=C/C(=O)C(F)(F)F (stereo not drawn)	13%	i	3%	-11%	0%
COc1ccc(CNC(=O)Cn2cc(C(F)(F)F)ccc2=O)cc1OC	-4%	0.3%	-3%	13%	-2%
CCCC(c1nnnn1Cc1ccco1)N1CCN(C2CCCC2)CC1 (stereo not drawn)	10%	0.5%	1%	3%	-3%
COc1ccc(C(=O)Nc2ccc(Oc3ncnc4sc(-c5ccccc5)cc34)cc2)cc1OC	-2%	1.1%	0%	0%	7%
Cc1csc(NC(=O)CSc2nnc(-c3ccoc3C)n2Cc2ccco2)n1	31%	6.9%	-4%	-17%	12%
Cc1cc(=O)[nH]c(-c2ccccc2O)n1	-2%	0.4%	-7%	1%	5%
O=C(NC1CN2CCC1CC2)c1ccc(-c2ccc([N+](=O)[O-])cc2)o1 (stereo not drawn)	1%	1.6%	2%	1%	7%
CCC(C(=O)OC)n1cnc2c(nnn2-c2ccc(F)cc2)c1=O (stereo not drawn)	-3%	0.2%	-12%	1%	-15%	VEEV TC-83 Vero 10K pilot screen=0.0
CCSc1nnc(SCC(=O)N2CCN(C(=O)c3ccco3)CC2)s1	0%	1.1%	-1%	-7%	75%
COc1ccccc1-c1cn[nH]c1-c1ccc(OCc2ccccc2F)cc1O	-4%	0.2%	7%	5%	-2%
CCOC(=O)C1CCN(c2nc3ccccc3nc2C(C#N)C(=O)OC(C)COC)CC1 (stereo not drawn)	-8%	6.7%	-4%	1%	15%
O=C(c1nc2ccc(Cl)cn2c1CN1CCCC1)N1CCc2ccccc2C1	-2%	1.6%	-5%	-5%	-2%
O=[N+]([O-])c1ccc(C2[C@H]3C(c4ccccc4)=NC4(CCCCC4)N23)cc1 (stereo partly drawn)	-14%	0.3%	10%	-10%	49%
CCN(CC)CCNC(=O)c1ccc(CS(=O)(=O)c2ccc(Br)cc2)o1	5%	0.1%	-4%	-11%	11%
Cc1nnc(SCC(N)=O)n1CCc1ccccc1	-8%	0.5%	-4%	-12%	-9%
CC(=O)CC[C@@H](C)O[C@@H]1OC(C)[C@H](O)CC1O (stereo partly drawn)	14%	i	-5%	3%	-15%
CC(C)CNC(=O)c1ccccc1NC(=O)CN(c1ccccc1)S(=O)(=O)N(C)C	5%	8.8%	-6%	4%	5%
CCOc1ccc(C(=O)COC(=O)Cn2cnc3c2c(=O)n(C)c(=O)n3C)cc1	-8%	i	-10%	nt	19%
O=C(OCc1ccccc1)N1CCOCCOCCN(C(=O)OCc2ccccc2)CCOCCOCC1	-8%	1.3%	6%	-3%	21%
COc1ccc(/C=C2\N=C(c3ccccc3)NNC2=O)cc1	-12%	6.4%	-3%	3%	-14%
CC1(C)CC(=O)C(C(=O)CCCCC(=O)C2C(=O)CC(C)(C)CC2=O)C(=O)C1	-2%	0.0%	-3%	-5%	71%
CC1CCN(S(=O)(=O)c2ccc(NC(=O)CNC3CCCCC3)cc2)CC1	-1%	1.0%	6%	7%	10%
Cc1ccc2[nH]c(=O)c(Cc3ccccc3)c(O)c2c1	-6%	4.8%	3%	4%	20%
CC[n+]1ccc(C)c2cc(S(=O)C(F)(F)F)ccc21 (stereo not drawn)	7%	i	-3%	-3%	12%
O=C(CSc1nnc(NC(=O)c2c(F)cccc2F)s1)NCC1CCCO1 (stereo not drawn)	-18%	0.9%	-13%	3%	-1%
NC1CCc2cc(O)c(O)cc2C1 (stereo not drawn)	8%	i	20%	4%	7%
Nc1ccc(Cc2nc3c(ccc4ccccc43)[nH]2)cc1	-2%	0.2%	-7%	-5%	1%
O=C1CSC(=S)N1N=Cc1ccc2c(c1)OCO2	-15%	i	nt	nt	nt
CCOc1ccc(CN(C)C(=O)CNC(=O)c2sc3ccccc3c2Cl)cc1	-9%	1.0%	-4%	nt	30%
O=C(CSc1ncn(-c2ccccc2)n1)c1cccs1	7%	5.2%	-4%	-2%	-15%
CCOC(=O)C1(CCOc2ccccc2)CCN(Cc2cccc(OCCO)c2)CC1	1%	i	6%	5%	8%
COc1ccc(N2C(=O)NC(NC(=O)c3cccnc3)(C(F)(F)F)C2=O)cc1 (stereo not drawn)	3%	0.9%	-4%	4%	-12%
CC(C)C[C@H](NC(=O)N1CCn2c1nc1ccccc12)C(=O)NC1CC1	-1%	0.0%	2%	4%	10%
CC(C)OC(=O)C(CC(=O)O)NCc1ccccc1 (stereo not drawn)	0%	i	2%	-9%	-2%
CCN(CC)C(=O)c1cc2c(=O)n3cccc(C)c3nc2n1C	0%	7.2%	4%	3%	8%	VEEV TC-83 Vero 10K pilot screen=7.6
CCOC(=O)c1c(C)[nH]c(N=Nc2ccc(OC)cc2)c1C	1%	3.4%	1.7µM*	7%	76%
CCOc1cc(C2/C(=C(/O)c3ccc(OC)cc3)C(=O)C(=O)N2CC2CCCO2)ccc1O (stereo not drawn)	nt	nt	7%	4%	3%
C#CCOCCOCCOCCNc1nc(N2CCN(C(=O)Cn3cc(CCO)nn3)CC2)nc(N2CCN(C(=O)Cn3cc(CCCCN)nn3)CC2)n1	-2%	0.4%	nt	nt	nt
CCCCCn1nc(C(=O)N(CC(C)C)c2c(N)n(CCCC)c(=O)[nH]c2=O)c2ccccc2c1=O	-1%	8.2%	5%	2%	23%
Cc1ccc(CNC(=O)C2CC(c3ccccc3C(F)(F)F)=NO2)o1 (stereo not drawn)	1%	2.7%	0%	-4%	-5%
O=c1c2ccccc2nc(Cc2ccccc2)n1-c1cccc(O)c1	5%	8.2%	0%	8%	34%
O=c1ncn(-c2cccc([N+](=O)[O-])c2)c2ccccc12	-7%	0.8%	0%	-1%	-2%
CCCCn1c(N)c(C(=O)NCc2cccs2)c2nc3ccccc3nc21	-12%	i	1%	1%	24%
Clc1ccc2c(c1)C(c1ccccc1Cl)=NCc1nnc(N3CCN(CCOc4ccccc4)CC3)n1-2	6%	6.3%	43µM*	-5%	23%
Cc1ccc(Nc2nnns2)cc1	1%	1.4%	-11%	-4%	22%
O=c1[nH]c(=S)n(-c2ccccc2)c(O)c1/C=N/N1CCOCC1	10%	0.1%	5%	-4%	-8%	VEEV TC-83 Vero 10K pilot screen=0.2
CC(=O)Nc1ccc(S(=O)(=O)N[C@@H](C)C(=O)N(C)Cc2cccs2)cc1	-5%	2.4%	-2%	nt	-12%

Hits appear at their usual frequency (roughly 1.5% active in at least one column).
